Caspase-7 inhib = qHTS Assay for Allosteric/Competitive Inhibitors of Caspase-7; P55210; recombinant caspase-7, Ac-DEVD-AFC fluorescence rate; Potency, µM (top dose mostly 57.5 µM), without a hit: at the highest dose activity change, negative = inhibition, actives largely listed as inhibitors; 75,000 tested, 0.02% active; active means well fitted inhibition curve with a large enough effect in the main read-out, with a control signal flat, not every such curve was filed as active; inconclusive means small, poorly fitted or top-dose-only effect, or a change in a side signal; further: potency means the concentration at half of the fitted maximal effect; % of control where 0% means no effect
HEK293 cAMP ctrl = qHTS Assay for Agonists of the Thyroid Stimulating Hormone Receptor: Activators of Intracellular cAMP Concentrations in Parental HEK 293; Potency, µM (series often up to 57.1 µM), without a hit: top-dose activation, hits mostly activators; parental HEK293 CNG cAMP sensor, membrane potential fluorescence; 73,000 tested, 2.5% active; further: potency means the concentration at half of the fitted maximal effect; % of control where 0% means no effect; nearly all actives have a fitted effect of over 55% in size
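Parental HEK 293 cells stably expressing a cAMP-gated CNG channel were loaded with membrane potential dye containing 100 uM RO 20-1724 for 60 min. Compound added for 30 min; depolarization read as fluorescence intensity at 590 nm.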
4MU fluor = qHTS Assay for Spectroscopic Profiling in 4-MU Spectral Region; max dye-equivalent concentration, M; compound autofluorescence, 340/450 nm, 4-MU equivalents; active compounds read high; AID 589, 2007; 59,000 tested, 11% active; in the data active means max dye-equivalent concentration above about 10 nM; inconclusive means mostly about 1.1 nM to 9.6 nM
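Intrinsic fluorescence at 340/450 nm (ex/em) was read after 15 min at room temperature in pH 8.0, 100 mM Tris. Each compound concentration expressed as 4-MU-equivalent concentration from a six-point 4-MU standard series on each plate.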
BRCT PPI red = qHTS Assay for Inhibitors of BRCT-Phosphoprotein Interaction (Red Fluorophore). BRCT-phosphopeptide binding, red fluorescence polarization. Potency, µM (titrated, usually from 76.9 µM), for the others: top-dose activity change, negative = inhibition, most hits filed as inhibitors. 75,000 tested, 0.03% active. AID 892, 2007; further: on the % scale 0 is the no-effect control and ±100 the full control effect
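Fluorescence polarization: 100 nM His-tagged BRCA1 BRCT with 100 nM TAMRA-labelled phospho-BACH1 decapeptide, phosphate buffer pH 7.3 with 150 mM NaCl, DTT, 0.01% Tween 20; 12 min RT. Binding inhibition seen as FP decrease.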
BRCT PPI green = qHTS Assay for Inhibitors of BRCT-Phosphoprotein Interaction (Green Fluorophore); BRCA1 BRCT-phosphopeptide binding, green fluorescence polarization; Potency, µM (highest dose often 76.9 µM), for inactives: at the highest dose activity change, negative = inhibition, most hits filed as inhibitors; 75,000 tested, 0.05% active; AID 875, 2007;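 further: potency means the concentration at half of the fitted maximal effect; plate controls were peptide without protein for full effect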
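Compounds were incubated for 12 min at room temperature with a complex of 100 nM fluorescein-tagged pBACH1 decapeptide and 250 nM His-tagged BRCT protein. Buffer was phosphate pH 7.3 with EDTA, DTT and Tween 20. Disruption of binding lowers the polarization signal.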
Ub-GFP proteasome = Ubiquitin-GFP Assay. Ubiquitin-GFP reporter cells, proteasome inhibition, GFP fluorescence; response scale: untreated = 0%, 10 µM MG-132 = 100%. 67,000 tested, under 10 active. Potency, µM (titrated, usually from 45.9 µM), for the others: top-dose activation (GFP accumulation), actives largely listed as activators; active means well fitted activation curve with a large enough effect, not every such curve was filed as active; inconclusive means small, poorly fitted or top-dose-only effect, or another doubt; inactive means no such curve, though single readings can be large or run the other way; further: potency means the concentration at half of the fitted maximal effect
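Proteasome block read as GFP accumulation: ubiquitin(G76V)-GFP U2OS cells exposed to compound (2.9 nM–46 uM) for 4 hr at 37 C. Normalization used untreated cells as 0% and 10 uM MG-132 as 100%; concentration-response curves fitted.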
Fluorescein fluor = qHTS Assay for Spectroscopic Profiling in Fluorescein Spectral Region; AID 593, 2007; 59,000 tested, 0.91% active; Compound autofluorescence, 480/540 nm, fluorescein-equivalent; active compounds read high; max fluorescein-equivalent concentration, M; in the data active means max fluorescein-equivalent concentration above about 10 nM; inconclusive means between about 1.1 nM and that limit
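Normalized response (dye-equivalent concentration) derives from comparing each well's 540 nm emission, under 480 nm excitation, with plate-resident fluorescein standards. Compounds were held in 100 mM Tris, pH 8.0, for 15 min at room temperature.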
USP2a inh = qHTS Assay for Inhibitors of Ubiquitin-specific Protease USP2a; Ubiquitin carboxyl-terminal hydrolase 2 (Homo sapiens), O75604; Potency, µM (doses to about 38.3 µM), for the others: at the highest dose activity change, negative = inhibition, actives largely listed as inhibitors; 60,000 tested, 0.1% active; USP2a enzymatic assay, qHTS inhibition;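 further: potency means the concentration at half of the fitted maximal effect; nearly all actives have a fitted effect of over 60% in size; plate controls were DMSO for no effect and NEM full inhibition control for full effect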
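Coupled readout: USP2-cleaved Ub-PLA2 (20nM final) turns over NBD C6-HPC (20uM final), Ex 460nm/Em 535nm after 2.5 h, time-zero read flagging artifacts. Enzyme (20nM final, pH 8.0 Tris) given 30 min RT with compound first; NEM defines full inhibition.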
A350 fluor = qHTS Assay for Spectroscopic Profiling in A350 Spectral Region; max dye-equivalent concentration, M; Compound autofluorescence, 340/450 nm, Alexa 350 dye-equivalents; active compounds read high; 59,000 tested, 11% active; in the data active means max dye-equivalent concentration above about 10 nM; inconclusive means mostly about 1.1 nM to 9.6 nM
GFP derepression = qHTS Assay for Epigenetic Modulators; Potency, µM (titrated, usually from 46.1 µM), for the others: at the top dose GFP derepression (activation); AID 597, 2007; mouse C127i GFP locus derepression, cytometry, 30 h; 68,000 tested, 0.09% active; further: % of control where 0% means no effect
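Murine C127i mammary cells carrying a silenced, stably integrated CMV-driven GFP reporter were treated with compound for 30 hours at 37 C. After PBS washes, GFP-positive cells were counted by laser-scanning microplate cytometry.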
Caspase-1 inhib = qHTS Assay for Allosteric/Competitive Inhibitors of Caspase-1; P29466; Caspase-1 enzyme, Ac-WEHD-AFC fluorogenic rate; Potency, µM (doses to about 57.5 µM), for the others: at the top dose activity change, negative = inhibition, most hits filed as inhibitors; 75,000 tested, 0.03% active; AID 900, 2007;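 further: potency means the concentration at half of the fitted maximal effect; plate controls were vehicle for no effect and no substrate for full effect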
Active calls of the source: *; i = inactive; ? = inconclusive; . = no result given; [ ] = remark or other dose. Unless noted, the call rests on the fitted dose curve; in most records, active means well fitted curve in the direction sought with a large enough effect; inconclusive means small, poorly fitted or top-dose-only effect, or another doubt; inactive means no such curve, though single readings can be large; an effect the other way counts as inactive or inconclusive. The list is partial; count on the stated rates, not on these rows.

SMILES | Caspase-7 inhib | HEK293 cAMP ctrl | 4MU fluor | BRCT PPI red | BRCT PPI green | Ub-GFP proteasome | Fluorescein fluor | USP2a inh | A350 fluor | GFP derepression | Caspase-1 inhib
Cc1ccc(N2CCN(c3cc(C)nc4c5c(C)cc(C)nc5nn34)CC2)cc1 | -3% | 7% | 4.2e-08M* | 0.9% | -1.6% | 20% | ? | 1% | 3.2e-08M* | 0% | -3%
O=C(Nc1ccccc1)C1CC2CCCC(C1)C2=O (stereo not drawn) | 0% | 0% | i | -0.1% | -2.1% | -5% | i | -10% | i | 9% | 0%
CCN(Cc1ccccc1)c1ccccc1 | 0% | ? | . | 0.5% | -0.4% | . | . | . | . | . | -4%
c1ccc(-c2nc(-c3ccncc3)no2)cc1 | -1% | 5% | i | -2.7% | -2.1% | 0% | i | 1% | i | -3% | 1%
Cc1nnc(SCc2cc(=O)[nH]c(Nc3nc(C)c4ccccc4n3)n2)s1 | -1% | 21% | i | 1.5% | -1.6% | -11% | i | 3% | i | 2% | 0%
O=C(CSc1nnc2scc(-c3ccccc3)n12)N1CCCc2ccccc21 | 1% | 16% | i | -0.7% | 0.5% | 1% | i | -20% | i | 1% | 0%
COC(=O)C/C=C\[C@@H](C)[C@@H](/C=N\O[C@@H](C)c1cc(-c2c(C)cc(C)cc2C)no1)OC | 0%[11.5 µM] | 26%[11.4 µM] | . | 1.1%[15.4 µM] | -4.6%[15.4 µM] | . | . | . | . | . | 1%[11.5 µM]
C=CCn1c(-c2ccccc2)nc2nc3ccccc3nc21 | 1% | 27% | 2.1e-06M* | -0.5% | 0.8% | . | i | 4% | 2.8e-06M* | 4% | 0%
CN(C)S(=O)(=O)N(CC(=O)Nc1ccccc1F)c1ccccc1 | 0% | -1% | i | -0.5% | -1.7% | -1% | i | -7% | ? | 0% | -1%
C=CCNC(=O)Cn1nc(-c2ccccc2)ccc1=O | -1% | -9% | i | -0.5% | -2.1% | 1% | i | -5% | i | 3% | 1%
COc1ccccc1NC(=O)C1=C(C)NC(=O)NC1c1ccccc1F (stereo not drawn) | 3% | -6% | . | -0.4% | -1.1% | 4% | . | . | . | . | -1%
O=C(Cc1ccccc1)Nc1ccc2oc(-c3ccncc3)nc2c1 | -5% | 9% | 1.1e-08M* | -0.6% | 2.8% | -3% | ? | 13% | 1e-08M* | 0% | -4%
COc1ccc(NS(=O)(=O)c2ccc(Br)s2)cc1OC | -1% | 16% | i | 0.8% | 0.0% | 6% | i | -3% | i | 0% | 1%
NC(=O)NC(=O)COC(=O)CCCc1c[nH]c2ccccc12 | 0% | 19% | i | 0.3% | -3.1% | -3% | ? | -1% | i | 1% | -1%
Cc1cccc(CN2CCNC2=O)c1 | -2% | 0% | ? | -0.1% | 1.4% | . | i | 5% | ? | 0% | 0%
CCOc1ccccc1NC(=O)C1CCCN(S(=O)(=O)c2c(C)[nH]c(=O)[nH]c2=O)C1 (stereo not drawn) | 0% | 13% | i | -0.8% | 0.0% | 7% | ? | 5% | i | 0% | 0%
Clc1ccc(Cl)c(OCCN2CCOCC2)c1 | 0% | ? | i | 0.1% | 0.1% | 1% | i | 22% | i | 3% | -1%
O=C(Oc1cccnc1)c1ccc(Cl)c(Cl)c1 | 0% | 9% | i | -0.2% | 1.0% | 8% | i | -6% | i | -3% | 1%
COc1ccc(CN(C(=O)c2ccco2)c2ccc(Br)cc2)cc1OC | -5% | 32µM* | i | -0.8% | -2.0% | 2% | ? | 14% | i | 4% | -2%
NC(=O)CN1C(=O)C2C3C=CC(C3)C2C1=O (stereo not drawn) | -4% | 0% | i | 0.3% | -4.0% | 17% | i | -5% | i | -2% | 2%
Cc1onc(-c2ccccc2Cl)c1C(=O)NCCCN1CCOCC1 | -2% | 3% | i | 1.0% | -1.5% | -7% | i | -3% | i | 0% | 2%
COC(=O)Nc1ccc(S(=O)(=O)N2CCN(C)CC2)cc1 | 0% | ? | . | -0.1% | -0.8% | . | . | . | . | . | -1%
Cc1ccc(C(=O)c2coc3ccc(O)c(CN4CCN(C)CC4)c23)cc1 | 1% | 13µM* | i | 0.6% | 1.1% | -4% | i | 7% | i | -2% | 1%
CN(C)C1CCN(C(=O)c2ccc(-n3c(=O)c(=O)[nH]c4ccccc43)cc2)C1 (stereo not drawn) | -2% | -11% | . | -0.9% | -1.4% | . | . | . | . | . | -4%
Fc1ccc(Cn2nnnc2CN2CCN(C3CCCCC3)CC2)cc1 | 8% | 10µM* | i | 0.2% | -3.0% | 6% | i | 1% | ? | -1% | 0%

Look-ups from the list.
In BRCT PPI red, Clc1ccc(Cl)c(OCCN2CCOCC2)c1 has the entry 0.1%
In Caspase-7 inhib, CCOc1ccccc1NC(=O)C1CCCN(S(=O)(=O)c2c(C)[nH]c(=O)[nH]c2=O)C1 (stereo not drawn) has the entry 0%

Going on with the list:
SMILES | Caspase-7 inhib | HEK293 cAMP ctrl | 4MU fluor | BRCT PPI red | BRCT PPI green | Ub-GFP proteasome | Fluorescein fluor | USP2a inh | A350 fluor | GFP derepression | Caspase-1 inhib
COc1ccc(-c2noc(CSc3ccccc3)n2)cc1OC | -9% | 26% | i | 0.7% | 0.3% | -3% | i | -3% | i | -3% | -8%
CCCCCNC(=O)C(C)NS(=O)(=O)c1ccc(OC)cc1 (stereo not drawn) | -1% | 6% | i | -0.2% | -1.0% | 8% | i | 14% | i | 0% | 0%
Cc1ccc(C2CC(=O)c3cnc(N4CCN(c5ccccc5)CC4)nc3C2)cc1 (stereo not drawn) | 0% | 23% | 1.5e-08M* | -0.7% | 0.8% | . | ? | 11% | 1.8e-08M* | -2% | 0%
CCC(C)C1NC(=O)C(CCNCS(=O)(=O)O)NC(=O)C(NC(=O)C(CCNCS(=O)(=O)O)NC(=O)C(NC(=O)C(CCNCS(=O)(=O)O)NC(=O)CCCCC(C)C)C(C)O)CCNC(=O)C(C(C)O)NC(=O)C(CCNCS(=O)(=O)O)NC(=O)C(CCNCS(=O)(=O)O)NC(=O)C(C(C)CC)NC1=O (stereo not drawn) | -5% | . | . | 3.1% | 0.4%[3.08 µM] | . | . | 47%[activator] | . | . | -10%
Cc1ccc(SCc2[nH]nc3c2C(c2cccnc2)C(C#N)=C(N)O3)cc1 (stereo not drawn) | -2% | 12% | ? | 0.4% | -0.4% | . | i | 1% | ? | 2% | 0%
Cc1cc(=O)[nH]c(-n2nc(C)c(Oc3ccccc3O)c2C)n1 | -2% | ? | . | -0.7% | -0.2% | 6% | . | 5% | . | 0% | 1%
CN(C)C(=O)N1CCCC(C(=O)NCc2ccc(F)cc2Cl)C1 (stereo not drawn) | -1% | 2% | i | -0.5% | -1.2% | 5% | i | 10% | i | -1% | -1%
CCCCOC(=O)Nc1nnc(COc2ccccc2)s1 | -2% | ? | . | 1.6% | -2.7% | -1% | . | 0% | . | 9% | -1%
COCCNC(=O)c1ccc(C(=O)NCCOC)s1 | -1% | 3% | i | -0.8% | -1.5% | -4% | i | 1% | i | 3% | 0%
CN(Cc1nc(-c2ccncc2)no1)S(=O)(=O)c1ccccc1 | 1% | 3% | i | -2.2% | -0.3% | -2% | i | 2% | ? | -3% | -2%
c1n[nH]c(SCCCCSc2ncn[nH]2)n1 | 1% | 2% | i | 0.7% | -1.1% | 6% | i | 0% | i | -2% | 1%
CCN(CC)c1nc(SCC(=O)O)nc(N(CC)CC)n1 | -1% | 6% | i | -1.4% | -2.4% | -4% | i | -9% | i | -3% | 1%
CCOC(=O)C1CCCN(C(=O)c2cn(C)c3ccc(S(=O)(=O)N(C)C)cc3c2=O)C1 (stereo not drawn) | 1% | 6% | . | -2.0% | -0.8% | 0% | . | . | . | 2% | 1%
COc1cccc(-c2cc(C(=O)N3CCc4ccccc4C3)no2)c1 | -8% | ? | i | 0.6% | 1.7% | 0% | i | -14% | i | -4% | -6%
CCc1cc(C(=O)OC)c(N2C(=O)C3C4C=CC(C4)C3C2=O)s1 (stereo not drawn) | 1% | 4% | i | -0.7% | -0.4% | -1% | i | -2% | i | -2% | -1%
c1ccc(OCCCc2nc(-c3ccncc3)no2)cc1 | -2% | 24% | i | 0.1% | 1.8% | -1% | ? | -9% | i | 9% | -1%
O=C(CCc1ccccc1)NC1CCSC1=O (stereo not drawn) | -1% | -2%[11.4 µM] | . | 1.1% | -2.3% | 8%[9.17 µM] | . | 5%[7.66 µM] | . | -2% | 1%
O=S(=O)(Nc1ccc2c(c1)oc1ccccc12)N1CCCC1 | -3% | -3% | i | 0.4% | -1.3% | -4% | i | 8% | i | 0% | 0%

Screening data: PubChem, National Center for Advancing Translational Sciences (NCATS)
